Screens: PubChem BioAssay, NCI
All columns: NCI-60 one-dose screen, growth in % after 48 h at 10 µM unless noted; 100 = growth as untreated, 0 = no growth, -100 = all killed.
HT29: HT29 colon cancer | 7.4% of 81,000 active
HCT-15: HCT-15 colon cancer; 5.2% of 82,000 active; AID 1794746
NCI-H226: NCI-H226 lung cancer; 3.5% of 79,000 active
SW-620: SW-620 colon cancer; 5.2% of 82,000 active; AID 1794795
NCI-H322M: NCI-H322M lung cancer; 2.7% of 80,000 active; AID 1794733
NCI-H522: NCI-H522 lung cancer. 8% of 78,000 active
NCI-H23: NCI-H23 lung cancer; 4% of 80,000 active; AID 1794731
COLO 205: COLO 205 colon cancer. 7.3% of 79,000 active
NCI-H460: NCI-H460 lung cancer | 6.8% of 82,000 active | AID 1794736
Numbers without * were called inactive; x = not tested or not shown; & = joins results of further samples; [ ] = remark or other dose. The calls were made as follows: active = growth percent below 10; inactive = the rest. Random draw from the library. Share with any hit: about 12%.

SMILES	HT29	HCT-15	NCI-H226	SW-620	NCI-H322M	NCI-H522	NCI-H23	COLO 205	NCI-H460
CC(C)=CC/C=C(/C)[C@H]1CC[C@]2(C)[C@@H]1CC[C@@H]1[C@@]3(C)C/C(=C/c4cccc([N+](=O)[O-])c4)C(=O)C(C)(C)[C@@H]3CC[C@]12C	100.2	102.4	102.9	102.1	102.3	87.8	98.8	125.6	103.3
Cc1ccc(C(=O)Nc2ccccc2OCc2cccc(C(=O)NCCN)c2)[nH]1	116.2	101.8	107.8	103.2	98.8	106.0	90.1	116.7	100.0
N=c1c(S(=O)(=O)c2ccc(Cl)cc2)cc2c(=O)n3ccccc3nc2n1Cc1ccccc1	96.8	96.9	106.1	103.5	93.3	86.6	98.1	106.1	104.6
Cc1ccc(-c2cc(-c3ccccc3)nc(Nc3nc4ccccc4[nH]3)n2)cc1	93.8	102.3	109.7	99.8	115.6	96.2	99.2	99.5	103.1
CN1CCN(c2ccc(Nc3nc(NCCNC(=O)C4CCCCC4)c4sccc4n3)cc2)CC1	59.0	61.0	87.3	91.7	102.3	106.3	95.6	102.8	95.2
COc1ccc(CC#N)cc1OC	106.9	106.6	95.3	104.0	87.0	96.3	107.8	140.3	107.4
CN1c2ccccc2Sc2cc(C=C(C#N)C#N)ccc21	111.2	100.6	-31.4*	90.9	97.3	91.8	89.3	107.9	97.9
O=C(O)c1sccc1O	105.4	81.0	89.2	93.3	87.5	64.5	80.1	111.5	91.2
OC(c1ccc(F)c(C(F)(F)F)c1)c1cnccc1NC1CCCCC1 (stereo unspecified)	14.3	64.7	78.1	58.3	89.5	67.1	51.7	-60.8*	69.5
CC(=O)c1cc2c(N)c(C(=O)Nc3ccnc4ccccc34)sc2nc1C	103.4	97.5	78.8	105.7	100.2	93.4	97.0	104.5	100.3
COc1ccc(CCNC(=O)C(=O)C(Cc2ccccc2)NC(=O)c2cc(O)c(O)c(O)c2)cc1 (stereo unspecified)	111.5	113.2	95.1	99.1	105.5	94.3	x	108.8	110.2
NC(=S)N/N=C1\CCCC(C(F)(F)F)C1 (stereo unspecified)	x	90.5	117.4	98.5	100.6	94.0	101.2	113.6	109.0
C[N+]1(CC(=O)c2ccccc2)CCOCC1	100.8	96.4	94.4	105.4	111.8	90.8	97.9	100.9	109.4
Cc1[nH]nc2ccc3nc(-c4cnn(CCO)c4)c4c(c3c12)CCCC4	31.3	23.3	28.6	29.0	53.8	18.9	52.7	47.5	26.6
COc1ccc(/C(=C/c2ccccc2[N+](=O)[O-])C(=O)O)cc1	111.8	108.8	103.5	104.1	108.0	99.5	100.2	106.5	112.6
Cn1cc(-c2nnc(-c3cn(C)c4ncccc34)s2)c2ccccc21	54.3	45.1	96.0	61.6	92.7	32.1	84.6	64.1	75.1
COc1cc(C(O)CCBr)c(OC)cc1C (stereo unspecified)	96.0	101.8	74.5	92.7	99.6	90.3	93.3	103.4	96.5
COc1cc(/C=C/C(=O)c2ccc(NC(=O)c3cc4cc5cc(C)ccc5nc4s3)cc2)cc(OC)c1OC	91.5	99.8	107.4	113.8	99.6	92.0	97.3	117.6	109.0
O=C(N[C@H]1C(O)[C@H](O)C(CO)O[C@H]1O)NS(=O)(=O)c1ccc(Br)cc1 (stereo partly specified)	110.9	102.8	84.1	107.6	101.4	93.3	109.4	117.2	116.3
O=C(OCC(O)CO)c1ccccc1Nc1ccnc2cc(Cl)ccc12 (stereo unspecified)	106.8	94.7	104.2	100.3	107.8	99.5	92.1	101.8	90.9
Cc1nn(C)c(Cl)c1[N+](=O)[O-]	92.9	100.6	102.7	106.3	95.6	67.1	105.7	112.5	98.8
Cc1cc(C(=O)Nc2cccc(-n3cc(-c4ccncc4)c(-c4ccc(Cl)c(O)c4)n3)c2)ccc1Br	107.2	97.4	101.0	124.6	106.6	95.2	97.9	101.6	108.1
COc1ccc(S(=O)(=O)NCCNc2cc(-c3c(-c4cccc(OC)c4)nc4sccn34)ccn2)cc1	97.1	89.6	87.8	101.2	95.2	87.0	95.5	98.1	98.3
CN1C(=O)C(C2=NN(c3ccc(Cl)cc3)C(c3ccc(F)cc3)C2)C(=O)N(C)C1=O (stereo unspecified)	102.4	86.8	106.0	96.5	93.8	87.3	92.3	126.2	102.4
Fc1cc(-c2nnc3sc(COc4ccc(Cl)cc4Cl)nn23)c(Cl)cc1Cl	102.2	101.1	90.7	100.3	97.6	91.9	93.3	112.5	106.9
Continued.
SMILES	HT29	HCT-15	NCI-H226	SW-620	NCI-H322M	NCI-H522	NCI-H23	COLO 205	NCI-H460
Cc1ccc2c(c1)C(C)Cc1c(Cl)nc(-c3ccccc3)nc1N2C (stereo unspecified)	72.1	96.9	101.6	91.2	110.5	78.5	100.3	102.8	96.8
Cc1ccc(S(=O)(=O)NCCCNc2nccc(-c3c(-c4cccc([N+](=O)[O-])c4)nc4sccn34)n2)cc1	32.2	28.5	39.7	77.5	73.6	39.1	55.5	58.9	30.8
CCCCC(=O)OCCC	111.8	102.1	94.6	101.4	90.7	104.3	98.9	117.4	103.6
NNC(=O)CSc1nc2ccccc2c(=O)n1CCc1ccc(S(N)(=O)=O)cc1	110.2	98.9	97.6	94.2	93.9	117.6	104.2	112.7	102.3
O=C(NCn1c(=O)[nH]c2ccccc2c1=O)N1CCOCC1	108.9	99.1	93.0	99.0	102.6	93.8	94.8	111.2	101.7
Cc1ccn2c(C(C)O)nnc2c1 (stereo unspecified)	104.1	95.1	105.9	97.0	113.5	116.1	105.3	99.0	100.0
COc1cc(Cn2cc3c(c2-c2ccccc2)CCCc2cnoc2-3)cc(OC)c1OC	94.5	81.3	94.4	98.0	95.6	75.8	89.3	101.7	105.0
COc1cc(N=Nc2ccccc2OC)ccc1N	97.8	90.4	84.7	102.3	101.9	67.1	94.5	105.4	98.1
O=c1c2c3c(sc2nc(N/N=C/c2ccc([N+](=O)[O-])cc2)n1Cc1ccccc1)CCCC3	110.6	93.1	94.6	96.1	76.7	81.5	79.0	75.2	88.1
Cc1ccc(F)c(N)c1	105.5	99.7	96.9	98.1	99.6	94.1	101.8	109.5	105.9
CCC(SCC(N)=O)(C(=O)O)c1ccccc1 (stereo unspecified)	84.2	101.2	110.0	99.1	97.3	68.7	95.6	x	102.0
CCCCSc1nc(Nc2ccc(C(C)=O)cc2)c(C#N)c(-c2ccc(OC)cc2)n1	78.5	74.9	31.3	63.2	75.4	87.8	60.8	82.3	27.6
O=[N+]([O-])c1ccc(/C=N/Nc2ccc(S(=O)(=O)O)cc2)cc1	110.6	109.8	101.0	x	x	105.9	96.0	103.2	x
C=C1CCOC2(C(O)C(C)(O)CO)NC(=O)C1(O)NC2=O (stereo unspecified)	93.8	96.6	98.5	105.7	107.9	91.5	105.0	115.7	118.5
CN(C)CCNc1nc2ccccc2c2c1c1c(n2Cc2ccccc2)-c2ccccc2C1=O	-100.0*	-88.2*	-57.1*	-92.8*	-79.5*	-69.2*	-74.8*	-76.9*	-98.6*
Cc1[nH]c(/C=C/C(=O)c2ccc(C(F)(F)F)c(F)c2)c(C)c1C(=O)NNc1ccccc1	83.3&87.8	65.8&76.3	77.1&81.3	59.9&70.3	80.7&71.2	56.0&67.6	87.7&95.5	73.9&117.0	30.9&51.3
N#Cc1ccc(OC(=O)Nc2c(Cl)cccc2Cl)cc1	109.5	100.8	98.0	101.6	95.0	100.5	103.6	103.4	104.4
O=S(=O)(Nc1ncccn1)c1ccc(-n2c(-c3cccs3)nc(-c3ccccc3)c2-c2ccccc2)cc1	95.5	81.8	91.7	101.2	96.1	94.5	102.4	125.7	93.8
CCC(=O)Oc1ccc2ccccc2c1	103.8	104.3	90.2	85.7	103.1	99.5	100.0	102.5	99.9
O=C(O)Cc1ccc(Cl)cc1	106.8	112.5	96.0	110.7	107.6	101.3	113.6	106.9	106.5
O=C(O)C1CSC(c2ccccc2)N1 (stereo unspecified)	91.7	90.5	97.0	95.2	98.8	79.4	95.0	84.6	98.5
O=c1c2c3c(sc2[nH]c(=S)n1-c1ccc([N+](=O)[O-])cc1)CCCCC3	104.2	96.7	101.8	100.1	99.4	82.0	91.7	109.8	99.2
COc1cc2c(cc1OC)N(CCO)C1=C(C(=O)OC1)C2c1cc(OC)c(OC)c(OC)c1 (stereo unspecified)	95.3	102.8	94.9	97.3	105.5	82.0	103.9	109.7	102.8
COC(=O)[C@]12CCC(C)(C)C[C@H]1[C@H]1C(=O)C[C@@H]3[C@@]4(C)C[C@@]5(C(=O)Nc6ccccc65)C(C)(C)[C@@H]4CC[C@@]3(C)[C@]1(C)CC2	60.7[8.25 µM]	39.8[8.25 µM]	61.9[8.25 µM]	74.8[8.25 µM]	88.9[8.25 µM]	56.8[8.25 µM]	65.1[8.25 µM]	86.2[8.25 µM]	76.7[8.25 µM]
Cn1cnc2c(Cl)ncnc21	100.9	93.0	102.6	104.5	112.7	95.4	106.1	106.5	105.7
Later entries.
SMILES	HT29	HCT-15	NCI-H226	SW-620	NCI-H322M	NCI-H522	NCI-H23	COLO 205	NCI-H460
CC1(C)COC(c2cccc([N+](=O)[O-])c2)OC1	100.7&113.3	103.4&109.7	95.6&102.0	101.9&107.6	100.4&107.6	96.7&106.6	102.6&113.7	112.1&108.2	105.2&114.4
COC(=O)c1ccccc1-n1cc([C@]2(OC(C)=O)CC[C@H]3[C@@H]4CCC5=CC(=O)CC[C@@H]5[C@H]4CC[C@@]32C)nn1	97.7	94.2	92.9	100.1	86.3	72.6	98.3	104.6	97.1
O=C(Oc1ccc2ccccc2c1)c1ccccc1O	108.6	105.5	104.0	103.6	104.5	84.8	104.2	118.3	116.1
Cc1cc(C)nc(NS(=O)(=O)c2ccc(N/C(N)=N/c3nccc(-c4ccccc4)n3)cc2)n1	83.5	59.4	49.6	93.8	75.6	76.2	57.1	91.1	76.3
Cc1c(NC2CCC(=O)N2)c(=O)n(-c2ccccc2)n1C (stereo unspecified)	100.4	111.2	109.9	107.4	102.3	94.7	94.7	119.4	113.3
CCC(=O)OC1CCCCC1OC(=O)CC (stereo unspecified)	107.3	97.3	126.1	104.8	112.1	97.1	104.2	96.7	110.2
CCC(c1ccc(OC)cc1)C(CC)c1ccc(O)c(CN2CCN(C)CC2)c1 (stereo unspecified)	12.1	1.6*	88.9	16.6	76.1	61.9	57.8	-83.5*	51.8
N=C1C(c2nc(-c3ccc(F)cc3)cs2)=C(O)CN1c1ccc2c(c1)OCO2	112.9	66.4	97.0	104.4	111.7	85.6	98.5	110.1	159.9
C/C(=N\NC(=O)c1ccncc1)c1ccc(Cl)cc1	113.5	111.5	108.6	126.0	154.8	107.7	101.0	115.1	104.7
Cn1c2nc3ccccc3c-2nc2ccccc21	102.9&99.7	85.2&94.9	104.0	90.0&79.0	88.7&99.7	87.8&102.1	91.3&94.1	83.9&86.7	86.5&86.9
O=C(O)c1cccc(-c2ccc(/C=N/NC(=O)c3[nH]c4ccc(Br)cc4c3-c3ccccc3)o2)c1	107.5	70.4	87.9	x	78.9	-12.6*	86.5	114.0	95.3
COc1ccc(Cn2cc3c(c2-c2ccccc2)CCc2cnoc2-3)cc1N	10.5	20.0	13.0	23.5	35.0	33.8	20.5	-24.7*	-4.2*
Cc1ccc(Oc2nc3sc4cccc(Cl)c4n3c(=N)c2C#N)cc1	106.5	106.1	96.4	107.2	106.6	104.2	98.5	108.8	106.2
O=C(Cc1ccc(NS(=O)(=O)c2ccccc2)cc1)N1CCN(c2ccc(F)cc2)CC1	110.8	97.8	86.7	93.4	92.4	89.9	86.0	105.7	97.4
CCCCCCCCCCCCCCCc1cc(O)ccc1[N+](=O)[O-]	106.6	73.7	96.9	93.1	100.3	28.0	79.6	96.0	102.5
COc1cc2c3c(n(C4CCNCC4)c(=O)c2cc1OC)-c1cc2c(cc1C3=O)OCO2	-58.3*	-73.8*	-43.8*	-73.2*	x	-44.3*	-59.4*	-83.0*	-66.2*
Clc1ccc2nc(-c3ccc(-c4nnc(SCc5ccccc5)o4)cc3)[nH]c2c1	90.3	85.6	89.2	76.7	92.3	90.0	87.1	98.0	96.5
O=C1C(/C=N\C(=S)NCc2ccccc2)=C(O)c2ccccc21	93.1	85.9	83.2	94.1	86.4	76.8	93.8	94.2	98.8
CN(c1ccc(C2=NCCN2)cc1)S(=O)(=O)c1cccc(S(=O)(=O)N(C)c2ccc(C3=NCCN3)cc2)c1	98.0	112.4	99.0	100.0	113.9	89.2	94.3	105.1	111.9

Part of the list above in order of heavy-atom count, low to high.
SMILES	HT29	HCT-15	NCI-H226	SW-620	NCI-H322M	NCI-H522	NCI-H23	COLO 205	NCI-H460
Cn1c2nc3ccccc3c-2nc2ccccc21	102.9&99.7	85.2&94.9	104.0	90.0&79.0	88.7&99.7	87.8&102.1	91.3&94.1	83.9&86.7	86.5&86.9
COc1ccc(/C(=C/c2ccccc2[N+](=O)[O-])C(=O)O)cc1	111.8	108.8	103.5	104.1	108.0	99.5	100.2	106.5	112.6
COc1ccc(S(=O)(=O)NCCNc2cc(-c3c(-c4cccc(OC)c4)nc4sccn34)ccn2)cc1	97.1	89.6	87.8	101.2	95.2	87.0	95.5	98.1	98.3
CC(C)=CC/C=C(/C)[C@H]1CC[C@]2(C)[C@@H]1CC[C@@H]1[C@@]3(C)C/C(=C/c4cccc([N+](=O)[O-])c4)C(=O)C(C)(C)[C@@H]3CC[C@]12C	100.2	102.4	102.9	102.1	102.3	87.8	98.8	125.6	103.3

Record cards, from the list above.
COc1cc(/C=C/C(=O)c2ccc(NC(=O)c3cc4cc5cc(C)ccc5nc4s3)cc2)cc(OC)c1OC in the list: HT29 = 91.5; HCT-15 = 99.8; NCI-H226 = 107.4; SW-620 = 113.8; NCI-H322M = 99.6; NCI-H522 = 92.0; NCI-H23 = 97.3; COLO 205 = 117.6; NCI-H460 = 109.0
Cn1c2nc3ccccc3c-2nc2ccccc21 in the list: HT29 = 102.9&99.7; HCT-15 = 85.2&94.9; NCI-H226 = 104.0; SW-620 = 90.0&79.0; NCI-H322M = 88.7&99.7; NCI-H522 = 87.8&102.1; NCI-H23 = 91.3&94.1; COLO 205 = 83.9&86.7; NCI-H460 = 86.5&86.9
